Tn6 DDE FP: DD(E)-Tn6 binding inhibition, primary FP screen | P02675 | Fibrin DD(E) TRITC-Tn6 fluorescence polarization displacement | inhibition, % at 8.3 µM | 370,000 tested, 0.21% active | AID 720509;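 active = inhibition above a per-campaign cutoff: mean of compounds within control limits plus 3 SD, cut at about 15% in these data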;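 note: 0% = median of all compound wells on the plate and 100% = blocking peptide control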
GC-A act: GC-A (human) enzyme activation; HEK293 GC-A cells, cGMP TR-FRET, EC30 ANP; 0% at EC30 ANP, 100% saturating ANP; activation, % at 10 µM; 370,000 tested, 0.14% active; AID 1671463; in the data active = activation above about 40%
Target sequence (P16066 whole entry, looked up): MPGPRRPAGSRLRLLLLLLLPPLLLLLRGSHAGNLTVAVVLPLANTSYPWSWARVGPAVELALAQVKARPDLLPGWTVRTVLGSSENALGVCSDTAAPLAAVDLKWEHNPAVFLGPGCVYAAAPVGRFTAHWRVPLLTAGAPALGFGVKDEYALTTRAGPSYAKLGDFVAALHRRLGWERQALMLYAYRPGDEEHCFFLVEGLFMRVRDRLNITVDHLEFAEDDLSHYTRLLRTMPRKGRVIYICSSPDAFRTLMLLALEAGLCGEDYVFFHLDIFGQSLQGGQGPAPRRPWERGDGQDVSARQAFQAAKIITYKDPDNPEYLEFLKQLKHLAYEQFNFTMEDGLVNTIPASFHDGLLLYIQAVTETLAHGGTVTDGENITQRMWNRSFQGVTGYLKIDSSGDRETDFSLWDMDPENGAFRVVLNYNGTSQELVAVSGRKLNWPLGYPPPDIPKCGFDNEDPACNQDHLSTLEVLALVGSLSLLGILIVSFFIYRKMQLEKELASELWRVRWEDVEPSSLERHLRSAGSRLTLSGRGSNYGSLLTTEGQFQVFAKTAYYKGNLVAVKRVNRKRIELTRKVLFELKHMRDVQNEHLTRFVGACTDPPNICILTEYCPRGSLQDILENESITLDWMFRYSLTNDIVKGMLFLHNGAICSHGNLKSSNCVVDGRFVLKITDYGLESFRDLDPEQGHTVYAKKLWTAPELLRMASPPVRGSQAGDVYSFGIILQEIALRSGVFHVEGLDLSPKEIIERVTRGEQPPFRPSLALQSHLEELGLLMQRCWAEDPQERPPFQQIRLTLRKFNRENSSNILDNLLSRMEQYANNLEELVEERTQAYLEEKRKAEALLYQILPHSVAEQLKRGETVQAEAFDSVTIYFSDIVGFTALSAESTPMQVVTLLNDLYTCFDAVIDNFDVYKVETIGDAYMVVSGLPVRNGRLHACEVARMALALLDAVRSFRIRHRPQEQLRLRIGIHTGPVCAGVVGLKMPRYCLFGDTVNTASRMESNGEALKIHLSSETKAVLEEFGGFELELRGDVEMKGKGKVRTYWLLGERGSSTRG
sPLA2-III inh: Inhibits HGIII-sPLA2 liposome hydrolysis, primary screen; QFRET BODIPY PC-A2 liposome hydrolysis, fluorescence; inhibition, % at 12.2 µM; 370,000 tested, 0.56% active; Q9NZ20;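 active = inhibition above mean plus 3 SD of compounds lying within the high and low control bounds, cut at about 19% in these data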;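 note: 0% = median of test compound wells and 100% = no enzyme DMSO wells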
proKLK7 act: activates the human kallikrein-7 zymogen; purified proKLK7, EDANS-DABCYL substrate fluorescence; 100% is mature enzyme control, 0% vehicle; activation, % at 7 µM; 370,000 tested, 0.9% active;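 active = activation above the mean of all tested compounds plus 3 SD, computed per campaign excluding outliers beyond control limits, cut at about 13% in these data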
ARFGAP1 inh: inhibitors of rat ARFGAP1. Q62848. Arfgap1-stimulated ARF1 GTP hydrolysis, GDP FP detection. inhibition, % at 16.5 µM. 360,000 tested, 0.26% active;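 active = inhibition above a per-plate limit, mean inhibition of low control wells plus 3 SD, cut at about 25% in these data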;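 note: 0% = DMSO wells with enzyme and 100% = wells lacking Arfgap1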
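Material: rat Arfgap1 catalytic domain, aa 1-136; also added: human ARF1(Δ1-17)-GTP substrate; compound dosing: one concentration, 16.5 µM, DMSO 1.26%; incubation: GTP hydrolysis reaction 2 h at 25 °C; measured by: Tracer-displacement fluorescence polarization with EDTA stop, 620/688 nm; evaluation: % inhibition from polarization; repeats: one replicate per compound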
ASAP1 GAP inh: ASAP1 ArfGAP inhibition; inhibition, % at 16.5 µM; 360,000 tested, 0.19% active; ASAP1-stimulated ARF1 GTP hydrolysis, GDP FP detection; in the data active = inhibition above about 25%;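 note: 0% = vehicle with enzyme and substrate and 100% = no enzyme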
ADAM10 inh: inhibitors of human ADAM10 | inhibition, % at 7 µM | O14672 | 370,000 tested, 0.62% active | recombinant ADAM10, EDANS/DABCYL FRET peptide cleavage, 3 h | AID 720582;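 active = inhibition above a per-campaign cutoff equal to the mean of compounds falling between control-based bounds plus 3 SD, cut at about 20% in these data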;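 note: 0% = DMSO wells while the 100% control is not disclosed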
GC-B act: GC-B (human) receptor activation. 370,000 tested, 0.11% active. AID 1920062. HEK293-GC-B cells, CNP EC30, cGMP TR-FRET; 0% at EC30 CNP, 100% saturating CNP. activation, % at 10 µM. P20594;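 active = activation at 10 µM reaching about 35% in either raw or pattern-adjusted values, limit read from the data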
FXN GAA850 act: increases GAA850 frataxin promoter reporter activity; 360,000 tested, 0.56% active; activation, % at 6 µM; HEK293 lucGAA850 FXN promoter luciferase reporter, 24 h; percent of 10 µM SAHA response; AID 540364;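 active = activation above the average of all compounds screened plus 3 SD, cutoff fixed separately per campaign, cut at about 7.5% in these data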;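 note: 0% = DMSO wells and 100% = 10 µM SAHA wells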
rCAG binder: molecules binding r(CAG) RNA repeats; r(CAG) RNA repeat, TO-PRO-1 dye displacement fluorescence; inhibition, % at 3 µM; 370,000 tested, 1.3% active; AID 651821;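 active = inhibition above the plate cutoff, the mean of all test compounds on that plate plus 3 SD, cut at about 35% in these data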;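 note: 0% = DMSO alone and 100% = 100 µM mitoxantrone as full dye displacement; higher means more dye released from RNA so lower well fluorescence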
Active calls of the source: *; i = inactive.

SMILES | Tn6 DDE FP | GC-A act | sPLA2-III inh | proKLK7 act | ARFGAP1 inh | ASAP1 GAP inh | ADAM10 inh | GC-B act | FXN GAA850 act | rCAG binder
CC(=O)Nc1ccc(NC(=O)C2(C)CC2(Cl)Cl)cc1 (stereo not drawn) | 8 | 3 | 4 | 0.5 | 15 | -6 | -63 | 0 | -0.1 | 0
CCCCn1c(C(C)O)nc2ccccc21 (stereo not drawn) | 0 | -2 | -6 | -0.1 | 0 | 4 | -4 | 1 | -1.6 | -3
COc1ccc(-c2ccc(C(=O)N3CCN(C)CC3)c3occc23)c(C)c1 | 5 | 1 | -3 | 0.5 | -1 | 12 | -15 | 0 | 0.8 | 0
CC(OC(=O)Cc1c(F)cccc1Cl)C(=O)NC1(C#N)CCCCC1 (stereo not drawn) | -6 | 2 | 0 | -0.8 | 1 | 16 | 0 | -3 | 0.3 | -7
Cc1ccc(C(=O)Nc2nnc(-c3cccs3)s2)cc1C | -2 | 4 | 10 | -0.3 | 4 | 8 | 5 | -4 | 0.7 | 5
O=C(O)CCc1ccc(-c2ccc(F)cc2)n1CC1CCCO1 (stereo not drawn) | -6 | 2 | -11 | 4.5 | -5 | 8 | i | 3 | -0.5 | 6
COc1ccc(/C=C2\N=C(C)OC2=O)cc1[N+](=O)[O-] | 8 | 8 | 1 | -0.2 | -2 | -15 | -8 | -4 | 0.3 | 2
COC(=O)c1ccc(C2c3[nH]c4ccccc4c3C[C@H]3C(=O)N(C4CCN(Cc5ccccc5)CC4)CC(=O)N23)cc1 (stereo partly drawn) | -5 | 17 | -17 | 0.0 | -6 | -6 | 10 | 17 | -1.3 | 5
O=C(Nc1ccc(F)cc1)C1CCN(C(=O)NCc2ccccc2)CC1 | -1 | 1 | 12 | -0.4 | 8 | 9 | -6 | 2 | 2.6 | -3
CCc1c(OC(C)=O)c2ccccc2n(C)c1=O | -2 | 1 | 14 | -0.1 | 8 | 6 | -23 | -5 | 0.1 | -5
Cc1cccc(C)c1NC(=S)NCCCN1CCCC1=O | 5 | 2 | 0 | 0.0 | 13 | 10 | 4 | 3 | 1.5 | 0
Cc1cccc2c(C(=O)O)cc(-c3cccnc3)nc12 | -3 | 2 | 3 | 1.3 | -4 | -1 | -25 | 4 | 0.7 | 0
CCCCC(=O)Nc1cc(OCC)c(NC(=S)NC)cc1OCC | -3 | 0 | -1 | -1.0 | -4 | -2 | -5 | -2 | 0.5 | -7
COc1ccc(CC(C(=O)Nc2cccc(F)c2)c2nn[nH]n2)c(OC)c1 (stereo not drawn) | 6 | 8 | 1 | -0.3 | -4 | 16 | 2 | 1 | -1.6 | 11
CC(C)CN(C(=O)c1nn(C)c(=O)c2ccccc12)c1nc2ccccc2s1 | 13 | -3 | -4 | 0.0 | -19 | -4 | 0 | -10 | 2.3 | 1
O=C(NC1CC2CCC(C1)N2C(=O)NCc1ccccc1)NC12CC3CC(CC(C3)C1)C2 (stereo not drawn) | -12 | 10 | 2 | -0.1 | -2 | 8 | -11 | -6 | -1.3 | -3
CNCCNC[C@H](Cc1cccc2ccccc12)NCCc1ccccc1 | -6 | 1 | 10 | -0.4 | -4 | 8 | 3 | -2 | 0.6 | -1
CC(C)(O)c1ccc2c(c1)CCC1C(C)(C(=O)O)CCCC21C (stereo not drawn) | 3 | -1 | -3 | -0.3 | -2 | -2 | -19 | 3 | 0.8 | 2
CN1CCN(CC(=O)Nc2sc3c(c2C(=O)Nc2ccccc2)CCCC3)CC1 | 0 | -5 | -6 | 0.2 | 6 | 0 | -6 | -5 | 1.0 | -8
O=C1c2ccccc2CN1C(CO)c1ccccc1 (stereo not drawn) | 0 | -10 | -8 | -0.3 | 6 | 3 | 9 | -4 | 0.5 | 5
Cc1onc(-c2ccccc2)c1C(=O)NCC(O)c1ccccc1 (stereo not drawn) | 2 | -2 | 3 | -0.2 | -1 | 0 | -5 | -1 | 2.5 | -3
COc1ccc(NC(=O)c2ccccc2F)cc1Cl | -10 | 10 | -1 | -0.2 | -14 | 20 | -3 | -3 | 3.2 | 1
CN(C)CCOc1ccc(-c2c(-c3ccccc3)sc3ccccc23)cc1 | -2 | -9 | -18 | -1.1 | 4 | -5 | 4 | -12 | -0.5 | -5
Cc1ccc(S(=O)(=O)Nc2ccc(C(OC(=O)c3ccccc3[N+](=O)[O-])(C(F)(F)F)C(F)(F)F)cc2)cc1 | 7 | 0 | -39 | -0.2 | 14 | 5 | 22* | -4 | -0.4 | 2
C=C(C)COc1ccc(-c2ncncc2-c2ccc(Br)cc2)c(O)c1 | 1 | -5 | -43 | 0.5 | -5 | -3 | 5 | 0 | 1.6 | 12

Next part:
SMILES | Tn6 DDE FP | GC-A act | sPLA2-III inh | proKLK7 act | ARFGAP1 inh | ASAP1 GAP inh | ADAM10 inh | GC-B act | FXN GAA850 act | rCAG binder
Cc1ccn(CCC(=O)N2CCCC(N3CCN(c4ccccc4C)CC3)C2)n1 (stereo not drawn) | -2 | 4 | 1 | 0.7 | -2 | -11 | 4 | 3 | -3.1 | 0
COc1ccc(C)cc1NC(=O)COC(=O)c1c(C)nn(-c2ccccc2)c1C | -8 | 2 | -8 | 0.1 | 1 | 7 | 3 | 1 | 0.5 | 4
O=C(CSc1nnc(-c2cccc(F)c2)o1)NC1CCCC1 | -7 | 1 | 6 | -0.1 | 4 | -1 | -9 | 2 | 0.5 | -2
COc1cccc(CC(=O)Nc2ccccc2N2CCCC2)c1 | 5 | -5 | 3 | 0.0 | 15 | 0 | -4 | -5 | 0.2 | -3
Cc1ccc2c(c1)N(CC(=O)NCCCN1CCOCC1)C(=O)C(C(C)C)O2 (stereo not drawn) | -5 | 0 | 2 | 0.1 | 7 | -20 | -1 | 0 | 1.7 | -2
CCN(CC(=O)Nc1cc(S(=O)(=O)N2CCCCC2)ccc1Cl)Cc1ccccc1 | -2 | 0 | -9 | 0.3 | 3 | 5 | 3 | 6 | 0.1 | 0
CC(=O)N1CCN(c2ccc(NC(=O)/C=C/c3ccccc3)cc2)CC1 | 1 | -2 | -2 | 0.8 | 7 | 0 | 5 | -2 | 3.6 | 3
O=C(NCCc1ccccc1)C1CCCN1S(=O)(=O)c1ccccc1 (stereo not drawn) | -1 | 3 | 4 | -0.1 | -8 | 1 | 2 | -1 | 2.7 | -8
O=C(NCc1ccccc1Cl)c1cc(=O)[nH]c2ccccc12 | 3 | 4 | 5 | 1.8 | 4 | 6 | -35 | 5 | -0.1 | 3
Cc1nnsc1C(=O)NC(=O)Nc1ccc(F)c(Cl)c1 | 5 | 8 | -2 | -0.2 | 11 | 1 | -4 | 1 | 1.2 | -4
C[C@H]1CN([C@@H](C)CO)C(=O)CCCn2cc(nn2)CO[C@@H]1CN(C)S(=O)(=O)c1ccc2c(c1)OCCCO2 | 3 | 1 | -3 | 0.2 | -10 | -12 | -1 | 0 | -0.3 | 1
CCN1CCN(C(=O)c2sc3nc(C)nc(N4CCC(C)CC4)c3c2C)CC1 | 3 | 0 | 1 | -0.2 | 1 | 7 | -5 | 2 | 1.6 | -10
COc1ccc(-c2nc3ccccn3c2NC2CCCCC2)cc1SC1CCCCC1 | -7 | 6 | 12 | -75 | 5 | 3 | -250 | 6 | 0.7 | 14
Cc1c(C(=O)Nc2nnc(SCc3ccccc3Cl)s2)cccc1[N+](=O)[O-] | 5 | -1 | 5 | -0.3 | 4 | 0 | 3 | 5 | -0.5 | 3
CSc1ccccc1NC(=O)C1CC(c2ccccc2Cl)=NO1 (stereo not drawn) | 2 | 0 | 5 | -0.6 | 11 | -5 | 0 | -1 | 0.5 | -4
O=C(Cn1cc(C(F)(F)F)cc(Cl)c1=O)NCC1COc2ccccc2O1 (stereo not drawn) | -6 | 3 | 4 | -0.9 | -2 | 10 | -10 | 1 | -0.7 | 4
O=C(Nc1ccc(C(F)(F)F)cc1-c1ccccc1)c1ccccc1 | 3 | -6 | 13 | -0.3 | -12 | 1 | -2 | -3 | 1.7 | 0
Cc1ccc(-c2cnc(C(O)c3ccc(C)cc3)[nH]2)cc1 (stereo not drawn) | 9 | -2 | -6 | -0.3 | 12 | 11 | -26 | -1 | 0.4 | 4
COc1ccc(CC(=O)NNC(=O)c2ccc(Br)o2)cc1 | -5 | 1 | 0 | 0.8 | 5 | 11 | 7 | -1 | 0.7 | 4
Clc1ccc(-c2nnc3n2CCCCS3)cc1 | 1 | -1 | -3 | 0.0 | 7 | 10 | 0 | 2 | 0.6 | -2
COCCNC(=S)NN(c1ccccc1)c1ccccc1 | -2 | -5 | 6 | -0.8 | -4 | 3 | -6 | -5 | 1.7 | -4
O=c1cc2c(=O)oc3cc(O)c(O)oc3c2c(O)c1O | 10 | -6 | 2 | -14 | 7 | -4 | -1 | 2 | -0.4 | 19
COc1cc([N+](=O)[O-])c(N2CCOCC2)c([N+](=O)[O-])c1OC | 8 | 0 | 7 | -0.3 | -17 | 2 | -1 | -1 | 1.2 | -6
CCN(CC)c1ccc(Nc2nc(Cl)ncc2Br)cc1 | -9 | -6 | 17 | -0.2 | 1 | -2 | 11 | -2 | -0.3 | -5
COCC(=O)Nc1cc(C)c2c(=O)oc3ccccc3c2n1 | 2 | 2 | 5 | 0.0 | 0 | 0 | -8 | -12 | 1.2 | 5

Other entries.
SMILES | Tn6 DDE FP | GC-A act | sPLA2-III inh | proKLK7 act | ARFGAP1 inh | ASAP1 GAP inh | ADAM10 inh | GC-B act | FXN GAA850 act | rCAG binder
CCC(=O)N1CCc2cc(Br)cc(S(=O)(=O)NCCN3CCCC3)c21 | -8 | 4 | 2 | -0.3 | 0 | -4 | -4 | -2 | 0.8 | 4
O=S(=O)(c1ccc(F)cc1F)N1CCN(CCO)CC1 | -3 | -1 | 7 | 0.1 | 3 | -22 | -9 | 4 | 2.2 | -2
O=C(/C=C/c1ccccn1)c1ccc(Br)cc1O | -1 | -8 | 2 | -0.4 | 6 | -8 | -5 | -4 | 4.2 | 7
Cn1ncc(Cl)c(Oc2ccc(C(C)(C)C)cc2)c1=O | 3 | -2 | 5 | -0.4 | -5 | -10 | 1 | -2 | 3.4 | -3
COC(=O)c1ccc(C(=O)OC)c(NC(=O)CSc2n[nH]c(N)n2)c1 | -3 | -1 | 12 | 0.8 | -7 | 5 | -21 | 2 | -0.2 | 6
COC(=O)c1cc(O)cc(OC)c1Oc1cc(C)cc(O)c1C(=O)O | -8 | 0 | -11 | 0.0 | 5 | -3 | -9 | 1 | -5.6 | 21

Screening results deposited in PubChem by several laboratories.
